Source: PubChem (several laboratories)
MRP resist rev = reverses drug resistance mediated by MRP | H69AR cells + 2 uM doxorubicin, CellTiter-Glo, 72 h | differential viability (reversal), % at 10 µM | actives 0.04% (n = 85,000);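 active means viability drop by adding the cancer drug above about 55%, with treated viability meeting a 40% cutoff, limit read from the data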;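 further: viability without doxorubicin minus viability with 2 µM doxorubicin for each compound; larger differential means the compound sensitizes cells more to doxorubicin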
PLAP inhibition = PLAP enzyme inhibitors, biochemical, luminescence, HTS (AID 690) | purified PLAP, luminescent substrate; higher % means a stronger effect | inhibition, % at 20 µM, or IC50 in µM where a hit was titrated | actives 0.08% (n = 96,000); in the data active means a potency from the dose series; inactive means the rest, 99 in 100 with inhibition below about 30%; further: strong numbers were not always called active
NFkB transloc pot = enhances IL-1B driven NFkB nuclear translocation; activation, % at 2 µM; actives 0.3% (n = 94,000); HUVEC IL-1B NFkB p65 nuclear translocation imaging;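 active means activation above 40%, about the mean plus 3 SD, also judged a hit on visual image review; inconclusive means activation above 40% but not a hit on visual review; inactive means activation not above 40% and no visual hit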;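 further: percent activation is computed from the nuclear over cytoplasmic p65 intensity ratio; values of inactives mirror those of a sister screen read the other way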
NFkB transloc inh = blocks IL-1B driven NFkB nuclear translocation in HUVEC cells; HUVEC IL-1B NFkB p65 nuclear translocation imaging; inhibition, % at 2 µM; actives 0.43% (n = 94,000); AID 796;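 active means inhibition above about 30% together with a positive call from visual inspection of the well image, limit read from the data; inconclusive means inhibition above a set limit but visual check negative; inactive means inhibition not above a set limit, visual check negative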;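 further: nuclear over cytoplasmic p65 intensity ratio measured by imaging; 0% = IL-1B stimulated DMSO wells and 100% = unstimulated DMSO wells; values of inactives mirror those of a sister screen read the other way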
Bcl-B TR3 displacers = displacers of TR3 peptide from Bcl-B, primary screen, selectivity assay for Bfl-1 inhibitor project, biochemical, fluorescence polarization | FP displacement of FITC-TR3 peptide from Bcl-B; higher % means a stronger effect | displacement, % at 20 µM, or IC50 in µM where a hit was titrated | actives 0.11% (n = 96,000);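 active means displacement above 50% at 20 µM plus a fluorescence interference ratio under 1.5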;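 further: plate controls were wells without compound for no effect and wells lacking Bcl-B protein for full effect; a part of the inactive calls stands beside numbers as strong as those of hits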
MRP resist rev cytotoxicity = second read-out of MRP resist rev, no call of its own (marks repeat the call); viability, %; H69AR cells, CellTiter-Glo, 72 h; measured here: cytotoxicity without doxorubicin
MRP resist rev with doxorubicin = recorded beside MRP resist rev, whose call it bears; viability, %; measured here: viability with 2 uM doxorubicin; hits give low values
NFkB transloc inh cell count 2 µM = recorded beside NFkB transloc inh, whose call it bears; cell count; measured here: cells passing quality filter;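 raw number of nuclei counted in each imaged well without normalization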
NFkB transloc pot cell count 2 µM = second read-out of NFkB transloc pot, no call of its own (marks repeat the call); cell count; measured here: cells passing quality filter
An asterisk follows results filed as active; ? = inconclusive; . = no result given.

SMILES	MRP resist rev	MRP resist rev cytotoxicity	MRP resist rev with doxorubicin	PLAP inhibition	NFkB transloc pot	NFkB transloc pot cell count 2 µM	NFkB transloc inh	NFkB transloc inh cell count 2 µM	Bcl-B TR3 displacers
O=C(CSc1nnc(Cc2csc(Nc3cccc(Cl)c3)n2)o1)N1CCc2ccccc21	0.2	83.8	83.6	-32.8%	-0.9	141	0.9	141	24.3%
Cc1c(NC(=O)c2cc3nc(-c4ccccc4)cc(C)n3n2)c(=O)n(-c2ccccc2)n1C	5.5	85.7	80.2	-71.1%	20.6	180	-20.6	180	.
COc1ccc(N2CCN(C(=O)CSc3nnc(C)c(=O)[nH]3)CC2)cc1	5.7	87.8	82.2	-56.0%	7.9	117	-7.9	117	3.6%
Cc1ccc(-c2csc(NC(=O)CSc3ncn(-c4ccccc4)n3)n2)cc1	3.8	67.8	64.0	29.2%	4.8	154	-4.8	154	-11.2%
COc1ccccc1NC(=O)C1CC(=O)N(c2ccc(F)cc2)C1 (stereo unspecified)	13.6	97.4	83.7	19.1%	-2.3	184	2.3	184	-4.9%
O=S(=O)(NCCc1ccncc1)c1ccc(S(=O)(=O)N2CCCCCC2)cc1	1.5	90.3	88.8	-2.8%	1.3	199	-1.3	199	-0.7%
CCCCCOc1ccc(OC(=O)c2ccncc2)cc1	-28.5	59.5	88.0	-11.1%	9.1	86	-9.1	86	-6.6%
COC(=O)CCC(=O)NNC(=O)c1cccc(Cl)c1	.	.	.	14.5%	-4.2	115	4.2	115	-17.3%
Clc1ccc(Oc2nc(N3CCOCC3)nc(N3CCOCC3)n2)c(C2CCCCC2)c1	-1.7	74.5	76.2	.	-7.0	104	7.0	104	.
Cc1ccc(CNC(=O)c2cc3c(=O)n(C)c4ccccc4c3n2C)cc1	-2.5	86.3	88.7	46.2%	13.1	186	-13.1	186	-28.0%
CCn1c2ccc(Cl)cc2c2nc3ccccc3nc21	-12.9	59.7	72.6	3.5%	8.2	171	-8.2	171	12.1%
O=C(CC1C(=O)N(c2ccccc2)C(=O)N1C1CCCCC1)Nc1ccccc1 (stereo unspecified)	13.3	113.3	100.0	-71.1%	-3.8	136	3.8	136	6.5%
N#CC12CCCCC1CC1CCCCC1(C#N)N2CCO (stereo unspecified)	-4.1	88.4	92.5	26.2%	-5.6	140	5.6	140	5.7%
CC(OC1=CC(=O)CCC1)C(=O)c1ccccc1 (stereo unspecified)	7.0	101.9	95.0	-11.1%	-4.5	207	4.5	207	-4.4%
CN(C)c1oc(-c2ccc(OCc3ccccc3)cc2)nc1C#N	2.2	89.8	87.7	-41.6%	-10.6	106	10.6	106	0.6%
O=C(NC1CCCCC1)N(CCN1CCOCC1)Cc1cc2cc3c(cc2[nH]c1=O)OCCO3	7.3	79.7	72.4	-52.8%	37.1	127	-37.1	127	-6.8%
CC(/C=C/c1ccccc1)=N/NC(=O)c1cnccn1	-14.2	93.3	107.5	.	-7.9	125	7.9	125	.
CCOC(=O)C1=C(O)C(=O)N(c2ccc(S(N)(=O)=O)cc2)C1c1ccc(Cl)cc1 (stereo unspecified)	9.3	104.5	95.3	-0.5%	-1.2	137	1.2	137	4.4%
COc1cccc(C(=O)CSc2nc3ccccc3n2CC(=O)N(C(C)C)C(C)C)c1	0.5	88.2	87.8	.	-0.5	91	0.5	91	.
COc1cccc(COc2nc3c(c(=O)n(C)c(=O)n3C)n2C)c1	-1.3	78.3	79.6	4.5%	-37.9	95	37.9*	95*	7.5%
COc1ccc(S(=O)(=O)N2CCC(C(=O)NCC(c3cccs3)N(C)C)CC2)cc1 (stereo unspecified)	0.6	90.7	90.1	-73.6%	-13.1	155	13.1	155	-7.3%
CCOC(=O)N1CCN(C(=O)C2CCC(=O)N2C(C)C)CC1 (stereo unspecified)	-10.3	96.3	106.7	-11.0%	3.9	129	-3.9	129	-39.1%
Cc1noc(C)c1CSc1nnc(C)c(=O)[nH]1	1.6	93.5	91.9	.	1.1	141	-1.1	141	.
O=C(CN1C(=O)CC(c2ccco2)Sc2ccccc21)Nc1ccccc1F (stereo unspecified)	7.0	74.9	67.9	.	11.2	80	-11.2	80	.
Cn1nc(OCc2ccccc2)ccc1=O	2.2	87.4	85.2	6.1%	-1.9	133	1.9	133	-1.1%
COc1ccc(N(CC(=O)NCCC2=CCCCC2)S(C)(=O)=O)cc1OC	5.2	93.4	88.2	2.1%	-1.1	146	1.1	146	-9.9%
CN(C)C=Nc1ccc2nn(-c3ccccc3)nc2c1	13.5	105.4	91.9	-9.9%	22.0	119	-22.0	119	3.9%
O=c1oc2cc(OCc3c(F)cccc3Cl)ccc2cc1-c1ccccn1	.	.	.	.	3.1	105	-3.1	105	-2.9%
COc1ccc(C(c2sc3nc(C)nn3c2O)N2CCN(Cc3ccccc3)CC2)cc1OC (stereo unspecified)	16.8	93.3	76.6	-51.6%	.	.	.	.	-5.4%
COc1ccc(NC(=O)CCN2CCCCCC2)c(OC)c1	-6.3	91.5	97.8	-28.2%	1.6	185	-1.6	185	22.3%
CCCCOc1ccc(CNn2c(C)nc3ccccc3c2=O)cc1	-11.7	92.8	104.5	3.2%	1.4	130	-1.4	130	-2.3%
O=C(NC(=S)NCCc1ccccc1)c1ccco1	.	.	.	0.7%	4.8	146	-4.8	146	-0.9%
CC1(C)N=C(/C=N/O)C=[N+]1[O-]	-5.2	100.7	106.0	-15.7%	5.4	213	-5.4	213	-10.4%
O=C(NCc1ccccc1)c1ccccc1OCC(=O)N1CCCCC1	.	.	.	16.3%	38.5	161	-38.5	161	-7.0%
Cc1ccc(/C=N\NC(=O)C2COc3cc4ccccc4cc3O2)o1 (stereo unspecified)	.	.	.	-26.6%	-3.7	137	3.7	137	-0.3%
Cc1cccc(NC(=O)Cn2nnc(-c3cccs3)n2)c1C	9.8	93.7	84.0	23.8%	-5.8	92	5.8	92	7.5%
Cc1nn(C)cc1CNC(=O)c1cccc(Br)c1	7.0	94.1	87.1	.	3.4	137	-3.4	137	.
O=C(/C=C/N1CCOCC1)c1ccc(-c2ccccc2)cc1	26.1	104.4	78.4	-25.2%	12.0	142	-12.0	142	-14.4%
CCOC(=O)c1[nH]c(C)c(/C(O)=C2\C(=O)C(=O)N(CCN(C)C)C2c2ccncc2)c1C (stereo unspecified)	-9.2	103.1	112.3	-21.6%	2.7	170	-2.7	170	-1.5%
CC(=O)c1cccc(NC(=O)C2CC(c3ccc(F)cc3)=NO2)c1 (stereo unspecified)	-8.8	78.1	86.9	26.1%	1.4	190	-1.4	190	1.5%
Cc1ccc(-c2noc(CC(c3ccccc3)c3ccccc3)n2)cc1	24.3	97.1	72.8	30.7%	-14.0	87	14.0	87	0.5%
COC(=O)c1cc(CSc2nnc(NC3CCCCC3)s2)oc1C	-3.4	82.1	85.4	-21.4%	5.1	189	-5.1	189	-4.4%
CCC(=O)Nc1nn(C)c2nc3c(C)cccc3cc12	5.0	83.4	78.4	.	21.6	140	-21.6	140	.
NC(=O)CN1C(=O)C(O)(CC(=O)c2ccccc2O)c2ccccc21 (stereo unspecified)	-16.8	83.0	99.9	.	?	.	-51.4	75	.
CCCC1O[C@@H]2CC3C4CCC5=CC(=O)C=C[C@]5(C)C4C(OC(C)=O)C[C@]3(C)[C@]2(C(=O)COC(C)=O)O1 (stereo partly specified)	47.3	83.9	36.6	.	-3.7	153	3.7	153	.
COc1ccc(NC(=O)COC(=O)c2c3c(nc4ccccc24)CCCC3)cc1Cl	.	.	.	-24.2%	6.0	187	-6.0	187	-14.8%
CCOC(=O)C(O)(NC(=O)c1cccnc1)C(F)(F)F (stereo unspecified)	-2.3	92.7	95.0	8.0%	-1.1	166	1.1	166	-9.2%
CCC(C)(C)NC(=O)c1ccc2c(c1)N(CC(=O)OC)C(=O)C(C)(C)O2	-10.9	65.7	76.5	-4.8%	7.6	95	-7.6	95	4.1%
CN1CCCCCC1=Nc1ccccc1C#N	.	.	.	10.4%	16.3	150	-16.3	150	14.8%
O=[N+]([O-])c1ccc(N2CCCC2)cc1NC(c1ccccc1)c1ccccc1	.	.	.	11.4%	-8.3	100	8.3	100	-0.7%
O=C(NC1(C(F)(F)F)Oc2ccccc2O1)N1CCCC1	-17.4	27.9	45.3	-7.5%	?	.	-41.7	55	5.5%
COc1ccc(-n2c(=O)cc(N3CCc4ccccc43)[nH]c2=O)cc1	13.3	97.3	84.0	.	0.3	114	-0.3	114	.
COc1cccc(NC(=O)CSc2nc3c(c(=O)n2C)SC(C)C3)c1 (stereo unspecified)	-32.6	59.7	92.3	6.7%	.	.	.	.	0.2%
COc1ccc(C(=S)N2CCOCC2)cc1OC(=O)c1cc([N+](=O)[O-])c(C)c([N+](=O)[O-])c1	.	.	.	-23.2%	9.8	124	-9.8	124	16.6%
Clc1ccc(-c2nn3c(-c4cccc(Cl)c4)nnc3s2)cc1	0.8	89.9	89.0	5.6%	.	.	.	.	-0.2%
CCN1C(=O)C(Cc2nc3ccccc3c(=O)n2C)c2ccccc21 (stereo unspecified)	-9.4	50.0	59.4	-53.6%	2.4	212	-2.4	212	2.4%
Cc1ccc2cc(-c3noc(C4CCCO4)n3)c(=O)[nH]c2c1 (stereo unspecified)	5.9	85.3	79.4	-20.2%	-18.0	172	18.0	172	7.5%
CN=C1SC(CC(=O)Nc2sc3c(c2C#N)CCCC3)C(=O)N1C (stereo unspecified)	-22.2	20.5	42.8	.	35.3	110	-35.3	110	.
CN(C)CCOCCOc1ccccc1-c1ccccc1	.	.	.	-16.3%	8.2	179	-8.2	179	-3.1%
C=CCn1c(N)cc(=O)nc1SCC(=O)N1CCN(c2ccc(F)cc2)CC1	-2.3	86.8	89.1	-30.7%	11.3	160	-11.3	160	-0.9%

The results go on:
SMILES	MRP resist rev	MRP resist rev cytotoxicity	MRP resist rev with doxorubicin	PLAP inhibition	NFkB transloc pot	NFkB transloc pot cell count 2 µM	NFkB transloc inh	NFkB transloc inh cell count 2 µM	Bcl-B TR3 displacers
COC(=O)c1[nH]c2ccc(F)cc2c1NC(=O)CCN1CCN(C(=O)c2ccco2)CC1	-9.3	70.4	79.7	-73.6%	-12.4	173	12.4	173	-2.1%
O=C(OCCN1CCOCC1)c1ccc(OCCN2CCOCC2)cc1	8.3	99.1	90.9	-53.1%	16.8	180	-16.8	180	12.2%
CC1(C)C(c2cccs2)=[N+]([O-])C2(CCCCC/C2=N\O)N1O (stereo unspecified)	1.5	103.1	101.5	14.9%	15.9	140	-15.9	140	-6.5%
Cc1cc(C)c(N=C2CCCN2Cc2ccccc2)c(C#N)c1	-3.5	103.0	106.5	.	-11.2	102	11.2	102	.
CCOC(=O)CSc1nc2cc(OC)ccc2cc1C#N	-3.5	95.7	99.2	14.8%	-10.7	117	10.7	117	12.7%
O=S(=O)(c1ccccc1)N1CCC(O)(CSc2ccc(Cl)cc2)CC1	.	.	.	20.6%	1.8	144	-1.8	144	-5.4%
CCOc1ccccc1NC(=O)CSc1nc(N)c(C#N)cc1C#N	-2.6	84.5	87.1	10.5%	7.8	189	-7.8	189	-63.4%
OC(CNCc1ccccc1)(c1ccc(F)cc1)c1ccc(F)cc1	.	.	.	35.0%	.	.	.	.	-3.7%

These rows are one share of the data, so the mix of outcomes need not match the whole.
